CAL PDZ FP-1 – inhibitors of human CAL PDZ peptide binding; 0.92% of 300,000 active; purified CAL PDZ, TMR-peptide fluorescence polarization, 1 h; AID 602252; Q9HD26; inhibition, % at 24.9 µM;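 active = mean inhibition of at least 30% with at least half of replicates also reaching 30%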;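 also: 0% = DMSO neutral control and 100% = excess unlabeled competitor peptide PRC23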
SR-BI uptake up – activators of SR-BI mediated HDL lipid uptake. activation, % at 12.5 µM. 0.096% of 320,000 active. CHO ldlA[mSR-BI] cells, DiI-HDL uptake fluorescence, 3 h; 100 = double the neutral-control signal;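 active = mean replicate activation of at least 60% and every replicate at or above 60%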;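 also: 0% = median plate neutral-control signal and 100% = twice that signal; values of inactives mirror those of a sister screen read the other way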
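Material – SR-BI-overexpressing, LDLR-lacking CHO cells · Medium – BSA-supplemented, HEPES-buffered Ham's F12, pH 7.4 · Doses – single concentration · Times – compound with DiI-HDL co-incubation, 3 h at 37 °C · Measured by – bottom-read fluorescence, 550/595 nm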
E coli growth – bacterial growth inhibition, counter-screen for AddAB inhibitors; E. coli V3065 growth, OD600 absorbance, 18 h; inhibition, % at 11.9 µM; 0.27% of 330,000 active;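 active = inhibition above the campaign's mean inhibition across all tested compounds plus 3 SD, cut at about 9.9% in these data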;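 also: uninfected addAB+ strain grown without phage in ampicillin broth; 0% = DMSO wells and 100% = ciprofloxacin 0.95 µg/ml wells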
Tat transport – inhibitors of E. coli Tat protein transport; 0.036% of 340,000 active; E. coli MC4100 TorA-mCherry Tat export, fluorescence; inhibition, % at 10 µM; AID 488895;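 active = mean replicate inhibition at least 50% and at least half of replicates individually reaching 50%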;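 also: exported cargo escapes ClpAP degradation while cytoplasmic cargo is degraded and loses fluorescence; 0% = median of neutral control wells and 100% = median of NaSCN control wells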
Wnt bcat act – activates Wnt/beta-catenin signaling in a reporter cell assay; activator, plate reader; activation, % at 9.35 µM; 1.2% of 300,000 active; AID 743398; in the data active = activation above about 30%, passing the limit was not always enough;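 also: 0% = neutral control wells and 100% = positive control wells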
MITF TRPM1 HTS – increases MITF-driven TRPM1 promoter luciferase signal; SK-MEL-5 TRPM1-promoter luciferase, 24 h; % of positive control, neutral wells = 0; activation, % at 12.5 µM; 0.75% of 300,000 active; AID 588334;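 active = mean activation of at least 80% with every replicate also reaching 80%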;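 also: 0% = neutral control wells and 100% = parthenolide positive control wells; values of inactives mirror those of a sister screen read the other way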
CAL PDZ FP-2 – inhibitors of human CAL PDZ peptide binding | 0.02% of 330,000 active | purified CAL PDZ, TMR-peptide fluorescence polarization, 1 h | AID 504414 | inhibition, % at 20 µM | Q9HD26;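 active = highest replicate inhibition of at least 40%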;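 also: plate controls were DMSO neutral control wells for no effect and unlabeled competitor peptide control wells for full effect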
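material = purified tagged CAL PDZ domain construct (CerCALP) | buffer or medium = sodium phosphate/NaCl buffer pH 7.4 with TCEP, IgG, Thesit | reagent = TMR-labelled reporter peptide T*-PRC34 bound in PDZ groove | incubation = 1 h room-temperature incubation prior to read | measured by = fluorescence polarization (mP) | evaluation = percent inhibition from loss of millipolarization | control set = unlabelled peptide and DMSO controls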
AddAB inh – less growth of phage-infected E. coli with AddAB; inhibition, % at 11.9 µM; 0.29% of 330,000 active; AID 435030; E. coli expressing H. pylori AddAB, absorbance growth; in the data active = inhibition above about 12%;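 also: 0% = vehicle wells of infected cells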
SR-BI HDL uptake – mouse SR-BI HDL lipid transfer inhibition; Q61009; ldlA[mSR-BI] CHO cells, DiI-HDL uptake fluorescence, 3 h; inhibition, % at 12.5 µM; 0.96% of 320,000 active; AID 488896;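 active = mean replicate inhibition of at least 70% and a set share of replicates each scoring 70 or more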;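 also: 0% = median of neutral control wells and 100% = median of positive control wells; values of inactives mirror those of a sister screen read the other way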
Target sequence (Q61009 whole entry, looked up): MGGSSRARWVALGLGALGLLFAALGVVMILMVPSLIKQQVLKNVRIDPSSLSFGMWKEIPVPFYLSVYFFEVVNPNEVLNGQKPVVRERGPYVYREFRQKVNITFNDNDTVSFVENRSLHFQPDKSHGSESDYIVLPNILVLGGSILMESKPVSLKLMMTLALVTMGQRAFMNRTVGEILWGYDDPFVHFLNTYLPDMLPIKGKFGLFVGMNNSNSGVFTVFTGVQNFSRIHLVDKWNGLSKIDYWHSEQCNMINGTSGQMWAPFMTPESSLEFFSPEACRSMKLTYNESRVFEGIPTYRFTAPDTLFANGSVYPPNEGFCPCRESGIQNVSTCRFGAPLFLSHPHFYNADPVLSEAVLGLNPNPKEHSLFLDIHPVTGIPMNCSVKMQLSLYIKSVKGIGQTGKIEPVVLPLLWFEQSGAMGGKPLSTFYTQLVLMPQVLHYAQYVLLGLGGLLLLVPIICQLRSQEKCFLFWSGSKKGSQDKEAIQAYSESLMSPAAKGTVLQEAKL
phage Ecoli inh – E. coli growth loss with phage present; growth absorbance; inhibition, % at 11.9 µM; 0.26% of 360,000 active; AID 651602; in the data active = inhibition above about 11%
The depositor's hits bear a star; nt = no result given. An unsorted share of the library (roughly 3.6% active in at least one column).

canonical_smiles	CAL PDZ FP-1	SR-BI uptake up	E coli growth	Tat transport	Wnt bcat act	MITF TRPM1 HTS	CAL PDZ FP-2	AddAB inh	SR-BI HDL uptake	phage Ecoli inh
O=C(NCCCN1CCN(c2ccccc2F)CC1)Nc1ccc(F)cc1	-1	0	3.3	0	nt	-2	-1.7	-0.9	0	3.1
Cc1ccnc(S(=O)(=O)Cc2ccc([N+](=O)[O-])cc2)n1	-3	6	-0.6	-4	-1	-17	-0.9	1.0	-6	6.8
CN(C)c1ccc(C(CNC(=O)c2ccco2)N2CCCC2)cc1 (centres undefined)	-5	-9	-2.8	8	18	31	-0.8	2.7	9	3.3
COCC(C)n1c(SCc2cc(=O)n3cc(C)ccc3n2)nc2ccccc2c1=O (centres undefined)	8	22	-2.7	1	-2	5	-0.7	-2.0	-22	-0.1
COC(=O)C(C)N(C#N)c1nc(C)nc(C)n1 (centres undefined)	1	-7	1.1	1	-2	-13	0.2	-0.2	7	1.5
S=C(NCCN1CCOCC1)Nc1ccc(Br)cc1	-3	19	-0.2	-2	-5	-6	-0.8	1.0	-19	0.9
COc1ccc(NC(=O)CSc2ccc3c(c2)OCCO3)cc1	0	2	-1.1	-8	23	8	0.5	-0.7	-2	4.7
Cc1cccc(NC(=S)NC2CCCCCC2)c1C	nt	-2	1.2	7	nt	13	-3.9	3.4	2	3.6
Cc1ccc(C(=O)NCCn2cc(SCC(=O)N3CCOCC3)c3ccccc32)cc1	nt	-56	-3.4	11	-4	nt	-0.8	-3.9	56	0.1
Cc1cc(C)nc(/N=C(\N)N2CCc3ccccc32)n1	-3	-5	-1.8	6	4	46	20	-1.7	5	3.2
O=C(COc1ccc([N+](=O)[O-])cc1Cl)N1CCOCC1	-5	-7	-1.8	16	-1	0	-0.8	-1.7	7	3.0
O=S(=O)(Nc1ccc(Cl)cc1)c1ccc2c(c1)CCO2	nt	5	-1.1	0	-2	nt	-0.2	4.1	-5	1.6
CSc1ccccc1NC(=O)Nc1cccc(Cl)c1	-5	-65	0.4	5	4	42	-2.3	-0.7	65	3.4
COc1ccc(C(C)=O)cc1CSc1nc2ccccc2o1	-6	-25	1.8	8	nt	-1	-0.5	-0.3	25	2.3
COC(=O)c1ccc(Cn2cnc3c(N)ncnc32)cc1	2	18	nt	-6	-7	0	-0.1	nt	-18	4.4
COc1ccc(N2CC(C(=O)OCC(=O)Nc3cc(C)on3)CC2=O)cc1 (centres undefined)	-2	13	2.1	-7	1	16	-2.7	3.6	-13	-2.0
CC(C)(C)NC(=O)NC(=O)COC(=O)CNS(=O)(=O)/C=C/c1ccccc1	nt	-3	1.1	-3	0	4	0.1	2.9	3	4.3
Cc1ccc(Nc2nc(Oc3ccc(OCc4ccccc4)nn3)nc(N3CCOCC3)n2)cc1	nt	-43	-0.9	-2	nt	56	-0.1	3.2	43	0.2
O=C(Nc1ccc(-n2cccc2)cc1)C1CC1	-1	-4	-1.7	3	13	27	-1.8	3.2	4	2.6
COc1ccc(N(CC(=O)NC2CC2)S(=O)(=O)c2ccccc2)cc1	-2	-2	-0.3	7	-2	-6	-2.1	-0.8	2	2.3
C[C@H](NC(=O)c1ccccc1Cl)C(=O)OCCOc1ccc(Cl)cc1	-3	18	1.3	11	5	1	-0.7	-1.8	-18	2.9
COc1c2c(cc3c1C(CC(O)Cc1ccccc1)N(C)CC3)OCO2 (centres undefined)	-5	10	-1.4	4	-3	-4	-1.6	1.6	-10	2.3
COc1cc(NC(=O)C2CC(=O)NC3=C2C(=O)CCC3)c(OC)cc1Cl (centres undefined)	nt	13	0.2	-15	-2	19	-2.8	1.3	-13	5.1
NS(=O)(=O)c1ccc(CCNC(=O)c2ccc(Cl)s2)cc1	nt	-12	1.4	0	-2	-4	-0.6	0.3	12	-2.0
CC(=O)Nc1ccc(C(=O)OCC(=O)N2CCCC2=O)cc1	nt	1	2.4	5	-1	1	-1.8	3.4	-1	2.5
O=C(CSc1cccc[n+]1[O-])Nc1cc(Cl)ccc1[N+](=O)[O-]	0	15	0.8	5	-5	0	-0.3	-0.1	-15	0.8
Cc1ccccc1NCc1ccc([N+](=O)[O-])s1	0	-7	-0.5	0	1	6	nt	2.7	7	-1.8
O=C1Oc2ccccc2C2(O)C3CCCCCC3C12 (centres undefined)	-8	27	3.1	8	-3	nt	-1.8	3.6	-27	-2.8
O=[N+]([O-])c1ccc(N2CCN(C(=S)Nc3ccc(F)cc3F)CC2)cc1	nt	-7	-0.2	13	-1	-9	-1.1	-0.8	7	0.5
CCN1CCN(Cc2ccc(NC(=O)c3cc(NC(=O)C(=O)c4c[nH]c5ccccc45)cc(OC)c3)cc2C(F)(F)F)CC1	-8	16	-2.2	-4	-3	-54	-4.2	1.6	-16	2.3
c1ccc2c(c1)Cn1nnnc1-2	-3	22	2.1	-24	1	-2	-0.5	3.2	-22	nt
Cc1ccc(NC(=S)N(CCCN2CCC(C)CC2)Cc2ccco2)cc1	-2	nt	0.0	-3	-1	5	-0.3	-0.3	nt	-2.9

An excerpt from above in order of their number in AddAB inh, smallest number first:
Structure	AddAB inh
Cc1ccc(NC(=S)N(CCCN2CCC(C)CC2)Cc2ccco2)cc1	-0.3
CCN1CCN(Cc2ccc(NC(=O)c3cc(NC(=O)C(=O)c4c[nH]c5ccccc45)cc(OC)c3)cc2C(F)(F)F)CC1	1.6
O=C1Oc2ccccc2C2(O)C3CCCCCC3C12 (centres undefined)	3.6

Continued.
canonical_smiles	CAL PDZ FP-1	SR-BI uptake up	E coli growth	Tat transport	Wnt bcat act	MITF TRPM1 HTS	CAL PDZ FP-2	AddAB inh	SR-BI HDL uptake	phage Ecoli inh
O/N=C/c1cc(Br)ccc1OCc1cccc(F)c1	3	7	-1.9	-1	9	15	-3.6	1.9	-7	3.7
CCCNC(=O)N1CCCC(C(=O)c2cccc(Cl)c2)C1 (centres undefined)	-5	1	1.4	-2	-1	1	0.4	3.8	-1	3.0
CCCCC(O)(c1ccc(CC)cc1)C(CN1CCOCC1)c1ccccc1 (centres undefined)	3	15	nt	13	-2	-10	0.7	nt	-15	2.5
O=C(CSc1nnc(COc2ccccc2Cl)o1)NC(=O)NCc1ccco1	-6	nt	0.5	1	-2	16	-3.0	3.5	nt	3.3
COc1ccc(/C=N/NC(=O)c2ccc(NC(=O)c3cccc([N+](=O)[O-])c3)cc2)c(C(=O)O)c1OC	1	-69	5.2	-21	2	7	-2.6	4.1	69	2.8
CN1CCC(N(C)C(=O)/C(C#N)=C\c2ccc(OC(F)F)cc2)CC1	1	27	nt	2	-3	-1	0.0	nt	-27	3.4
O=S(=O)(c1ccccc1)N1CCN(Cc2ccccc2)CC1	1	-2	1.8	-3	1	nt	-0.7	0.5	2	1.6
COc1ccc(C2C(C#N)=C(N)N(c3ncn[nH]3)C3=C2C(=O)CCC3)cc1 (centres undefined)	-1	12	0.7	-3	43*	3	-0.3	4.9	-12	3.9
CCOC(=O)c1ccc(N2C(=O)CC(Sc3ncccn3)C2=O)cc1 (centres undefined)	-3	15	-0.5	-3	-2	nt	0.3	1.2	-15	3.2
Cc1cccc(C)c1NC(=O)CNC(=O)C(C)N1CCN(c2cccc(Cl)c2)CC1 (centres undefined)	-6	-6	-2.6	-10	-3	-1	-1.0	-1.1	6	4.7
Cc1ccccc1NCc1nc2ccccc2n1C	-1	7	0.4	-6	14	nt	0.1	-0.7	-7	1.2
CC(=O)Nc1ccc(S(=O)(=O)N2CCOCC2)cc1	nt	-2	-3.4	-18	nt	0	0.4	0.4	2	2.4
CCOc1cc(C(C#N)N2CCOCC2)ccc1OC (centres undefined)	5	5	1.3	-7	nt	3	0.7	2.7	-5	2.4
C[C@@H]1NC(=O)[C@@]2(C)[C@@H](c3ccccc3)[C@H]3COc4ccc(Cl)cc4[C@@H]3N2C1=O	-1	-2	-0.4	-3	1	15	-0.8	-0.4	2	2.4
NC(=O)CC(NC(=O)Cc1ccc(Br)cc1)c1ccc(N2CCC(N3CCCCC3)CC2)c([N+](=O)[O-])c1 (centres undefined)	-6	19	-1.2	-18	6	2	-0.5	2.3	-19	0.1
CC(C)CCn1c(=O)c2c(nc3n2CCCN3Cc2ccccc2)n(C)c1=O	-5	-17	0.8	5	1	-4	0.5	1.8	17	1.0
Cc1ccc(Nc2cc(=O)[nH]c(=O)[nH]2)cc1C	nt	14	-1.9	0	-2	8	-1.1	8.2	-14	2.5
O=C(Nc1ccnc(-c2cccnc2)n1)c1ccc(Cl)cc1	nt	20	-2.8	-4	nt	20	-1.7	2.0	-20	1.7
CCCNc1ccc(S(=O)(=O)N(C(C)C)C(C)C)cn1	-3	-25	1.6	1	-4	7	-0.3	-0.3	25	2.8
NC1=NC(=O)/C(=C/c2ccsc2)S1	3	4	0.9	5	2	11	-0.9	1.5	-4	2.2
O=C(Cc1ccc([N+](=O)[O-])cc1)Oc1ccccc1	-2	7	nt	-1	1	0	-0.6	nt	-7	1.5
COc1ccc(/C=C2\Oc3cc(OCC(=O)N4CC(O)C[C@H]4C(=O)O)ccc3C2=O)c(OC)c1OC (some centres undefined)	0	9	0.3	-10	-2	-3	-0.2	3.7	-9	3.2
O=C(CCCN1C(=O)c2ccccc2C1=O)Nc1ccccc1	-14	-12	-1.8	1	2	2	-1.4	6.4	12	1.9
Cc1ccc(C(=O)CSC2=NC(N)=C(C#N)C3(CCCCC3)C2C(N)=O)cc1 (centres undefined)	7	13	0.0	2	1	nt	-0.5	1.8	-13	-2.6
O=C(CCSc1ccc(F)cc1)Nc1ccc(-n2cnnn2)cc1	-10	-30	0.3	-6	-4	nt	-4.2	0.9	30	2.9
Cc1ccc(Oc2ccccc2NC(=O)CN2C(=O)NC3(CCCC3)C2=O)cc1	1	0	0.6	3	1	-10	-2.7	3.7	0	2.7
O=C(CSc1nnc(-c2ccccc2O)o1)NC1CCCCC1	-1	nt	0.4	4	-2	4	-2.6	2.2	nt	1.4
COc1ccccc1-n1ccnc(SCC(=O)NCc2ccccc2)c1=O	-6	5	0.3	18	0	-5	-0.7	-0.2	-5	3.8
O=C(/C=C/c1ccccc1)N(Cc1ccc(Cl)cc1)C1CCS(=O)(=O)C1 (centres undefined)	nt	nt	-0.3	nt	0	nt	nt	1.0	nt	1.1
COCC1CCCN(Cc2nc(C(c3ccccc3)c3ccccc3)no2)C1 (centres undefined)	-2	nt	0.8	4	22	1	-0.2	1.0	nt	4.7
Cc1nc(SCC(=O)NC2CCS(=O)(=O)C2)c(C#N)c(C)c1C (centres undefined)	0	8	-0.9	2	-1	-9	0.2	0.8	-8	2.9
CN(CCNC(=O)c1cn(C)c2ccc(S(=O)(=O)N(C)C)cc2c1=O)CCc1ccccc1	nt	0	-1.9	-14	4	nt	-0.1	-0.2	0	1.4
O=C(Nc1cc(Cl)ccc1-n1cncn1)C1CC1	-3	-1	0.3	-6	2	-17	-2.0	0.0	1	1.5
